High-throughput results: PubChem BioAssay, Emory University Molecular Libraries Screening Center
14-3-3 PPI = 14-3-3 gamma protein interaction modulation; FP, 14-3-3gamma / TMR-pS259-Raf peptide binding; inhibition, % at 40 µM; 0.19% of 160,000 active; AID 422; in the data active = inhibition above about 30%;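 also: 0% = protein plus tracer without compound and 100% = blank with tracer alone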
Target sequence (P61981 whole entry, looked up): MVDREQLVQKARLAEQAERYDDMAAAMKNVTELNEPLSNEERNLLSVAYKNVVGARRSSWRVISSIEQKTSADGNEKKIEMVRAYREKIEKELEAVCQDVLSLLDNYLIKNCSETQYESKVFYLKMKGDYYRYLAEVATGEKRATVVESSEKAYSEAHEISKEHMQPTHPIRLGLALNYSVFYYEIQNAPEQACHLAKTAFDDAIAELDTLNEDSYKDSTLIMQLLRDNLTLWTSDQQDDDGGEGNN
* marks the source's active call; other numbers are inactive results; & = joins results of further samples. Some of the compounds tested; the hit share may differ from the screen's.

For COCCOC(=O)C1=C(C)NC2=C(C(=O)CC(c3ccc(Cl)cc3)C2)C1c1ccc(Br)cc1 (stereo not given) the results were 14-3-3 PPI 1.
Screening O=C(c1c[nH]c2ccc(S(=O)(=O)N3CCc4ccccc43)cc2c1=O)N(Cc1ccco1)CC1CCCO1 (stereo not given) returned 14-3-3 PPI -13.
Screening Cc1c(N(S(=O)(=O)c2ccc3ccccc3c2)S(=O)(=O)c2ccc3ccccc3c2)c(=O)n(-c2ccccc2)n1C returned 14-3-3 PPI 5.
For CCCSc1nc2c(cnn2-c2ccc(C)cc2)c(=O)[nH]1 the results were 14-3-3 PPI -3&5.
`CCCCOC(=O)c1cccc(NC(=O)CN2C(=O)c3ccccc3C2=O)c1` gave 14-3-3 PPI -8.
Screening COC(=O)Nc1ccccc1C(=O)N1CCCCC1 returned 14-3-3 PPI 7.
CC(C)OCP(=O)(c1ccccc1)c1ccccc1 was read as 14-3-3 PPI -4.
For CCOc1cc2c(cc1OCC)C(c1cc(OC)c(O)c(OC)c1)NCC2 (stereo not given) the results were 14-3-3 PPI -8&-12.
Screening CCOC(=O)N1CCN(C(=O)c2cnn(-c3ccccc3)c2NC(=O)c2ccccc2F)CC1 returned 14-3-3 PPI -1.
N#Cc1ccc(Nc2nnc(-c3cc4c(ccc5ccccc54)oc3=O)s2)cc1 was read as 14-3-3 PPI -7.
For NS(=O)(=O)c1ccc(CCNS(=O)(=O)c2ccccc2[N+](=O)[O-])cc1 the results were 14-3-3 PPI -2.
`O=C(c1ccc2nc(N3CCCCC3)sc2c1)N1CCN(c2ccccn2)CC1` gave 14-3-3 PPI -1.

Reprinted at random: 7 entries already listed
Screening O=C(c1c[nH]c2ccc(S(=O)(=O)N3CCc4ccccc43)cc2c1=O)N(Cc1ccco1)CC1CCCO1 (stereo not given) returned 14-3-3 PPI -13.
Screening Cc1c(N(S(=O)(=O)c2ccc3ccccc3c2)S(=O)(=O)c2ccc3ccccc3c2)c(=O)n(-c2ccccc2)n1C returned 14-3-3 PPI 5.
Screening CCOC(=O)N1CCN(C(=O)c2cnn(-c3ccccc3)c2NC(=O)c2ccccc2F)CC1 returned 14-3-3 PPI -1.
For CCCSc1nc2c(cnn2-c2ccc(C)cc2)c(=O)[nH]1 the results were 14-3-3 PPI -3&5.
For CCOc1cc2c(cc1OCC)C(c1cc(OC)c(O)c(OC)c1)NCC2 (stereo not given) the results were 14-3-3 PPI -8&-12.
CC(C)OCP(=O)(c1ccccc1)c1ccccc1 was read as 14-3-3 PPI -4.
N#Cc1ccc(Nc2nnc(-c3cc4c(ccc5ccccc54)oc3=O)s2)cc1 was read as 14-3-3 PPI -7.

Next structures:
For CCN1CCN(CC(=O)n2c3c(c4ccccc42)CC(C)CC3)CC1 (stereo not given) the results were 14-3-3 PPI -3.
Screening O=C(NC1CCCCC1)c1cc(-c2ccc3c(c2)OCO3)on1 returned 14-3-3 PPI -2.
Screening COc1cc(C2C(C(=O)OC3CCCC3)=C(C)NC3=C2C(=O)CC(c2cccs2)C3)ccc1O (stereo not given) returned 14-3-3 PPI 7.
Cc1sc(NC(=O)CCC(=O)O)c(C(=O)OC(C)C)c1C was read as 14-3-3 PPI 3.
Screening COc1cc(CC(=O)Nc2nccs2)cc(OC)c1OC returned 14-3-3 PPI 2.
For COC(=O)C(NC(C)=O)(Nc1nc2ccc(S(C)(=O)=O)cc2s1)C(F)(F)F (stereo not given) the results were 14-3-3 PPI 7.
Screening CCOC(=O)C1CCN(C(=O)C2c3ccccc3C(=O)N3CCc4ccccc4C23)CC1 (stereo not given) returned 14-3-3 PPI -6.
For CCOc1ccc(S(=O)(=O)N(CC(=O)NC(C)C)c2ccccc2)cc1 the results were 14-3-3 PPI -4.
Screening O=C1CC(Cc2ccc(Cl)cc2)C(=O)N1c1nccs1 (stereo not given) returned 14-3-3 PPI -8.
COc1ccc(-n2ccnc2SCC(=O)Nc2cc(Cl)ccc2OC)cc1 was read as 14-3-3 PPI -9.
`CCOc1ccc(NC(=O)C(NS(=O)(=O)c2cccs2)c2ccccc2)cc1` (stereo not given) gave 14-3-3 PPI -9.
`COc1cccc(-n2nc(C(=O)N3CCN(c4ccccc4F)CC3)c3ccccc3c2=O)c1` gave 14-3-3 PPI -3.
Screening COc1ccc(OCCCC(=O)Nc2ccc3c(c2)OCCO3)cc1 returned 14-3-3 PPI -8.
O=C(NCCNc1ccc2ccccc2c1)c1ccc2nc3ccc(Cl)cc3c(=O)n2c1 was read as 14-3-3 PPI -7.
COCCOC(=O)C1=C(C)NC(=S)NC1c1ccc(OC)cc1 (stereo not given) was read as 14-3-3 PPI -11.
CC12CCC(=O)N1C(C(=O)Nc1cccc3ccccc13)CS2 (stereo not given) was read as 14-3-3 PPI -6.
Cc1ccc2c(C#N)c(N)sc2n1 was read as 14-3-3 PPI -3.
For O=C(CSc1ccc2nnc(-c3ccncc3)n2n1)Nc1ccccc1F the results were 14-3-3 PPI -6.
O=C1C(=O)N(CCc2ccccc2)C(c2ccc(Cl)cc2)/C1=C(\O)c1ccccc1 (stereo not given) was read as 14-3-3 PPI 5.
COC(=O)Cc1ccc(N(Cc2ccccc2F)S(=O)(=O)c2ccccc2)cc1 was read as 14-3-3 PPI 5.
Screening COc1ccc(N2C(=O)CSC2c2ccc(C(C)(C)C)cc2)cc1OC (stereo not given) returned 14-3-3 PPI 2.
`Cn1c(-c2cc[n+](C)c3ccccc23)[n+](C)c2ccccc21` gave 14-3-3 PPI -3.
Cc1cc(=O)oc2c1c(C)nn2-c1cccc(F)c1 was read as 14-3-3 PPI -32.
COC(=O)c1cc2c(=O)n3cc(C)ccc3nc2n(Cc2ccco2)c1=N was read as 14-3-3 PPI -11.
COC(=O)c1cc2occc2n1CC(=O)Nc1ccc(OC)c(OC)c1OC was read as 14-3-3 PPI -2.
O=C(NCc1ccccc1)c1ccccc1-c1nc2ccccc2[nH]1 was read as 14-3-3 PPI -18.
Screening O=C(c1cc2nc(-c3ccc4c(c3)OCO4)cc(C(F)(F)F)n2n1)N1CCc2ccccc2C1 returned 14-3-3 PPI -8.
Cc1ccc2c(c1)c(=O)c1ccccc1n2CC(=O)Nc1cc(Cl)ccc1C was read as 14-3-3 PPI -3.
For N#Cc1nc(COc2ccc(-c3ccccc3)cc2)oc1NCc1cccnc1 the results were 14-3-3 PPI 3.
Screening COc1ccc(N2CCN(C(=O)COc3ccccc3)CC2)cc1 returned 14-3-3 PPI -4.
For N#CC1=C(N)Oc2cc(O)ccc2C1c1ccccc1 (stereo not given) the results were 14-3-3 PPI 2.
`O=C(NC1CCCCC1)C(c1ccccc1)N1CCCC1` (stereo not given) gave 14-3-3 PPI 2.
CCc1ccc(C2NC(=O)NC3=C2C(=O)CC(C)(C)C3)cc1 (stereo not given) was read as 14-3-3 PPI -3.
`CCOc1ccc(NS(=O)(=O)c2ccc3[nH]cc(C(=O)NCc4ccco4)c(=O)c3c2)cc1` gave 14-3-3 PPI -13.
`CN(CC(=O)NC1CCCCCC1)S(=O)(=O)c1ccc2c(c1)CCC(=O)N2` gave 14-3-3 PPI -5.
`O=c1c2cc([N+](=O)[O-])ccc2oc2ccc([N+](=O)[O-])cc12` gave 14-3-3 PPI 8.
For COc1ccccc1-c1cc(CC(C)C)nc(C#N)c1N the results were 14-3-3 PPI -3.
Screening Cc1nc(-c2ccccc2)cc(N2CCCC2)n1 returned 14-3-3 PPI 3.
O=S(=O)(NCCSCc1ccccc1)c1ccc2c(c1)OCCO2 was read as 14-3-3 PPI 0.
`Cc1ccc(C(=O)Nc2ccc3nn(-c4cccc(Cl)c4)nc3c2)cc1[N+](=O)[O-]` gave 14-3-3 PPI -3.
Screening COc1ccc(NC(=O)c2cnn3c(C)cc(C)nc23)cc1Cl returned 14-3-3 PPI -3.
For O=c1c2sccc2n(Cc2ccc(Cl)cc2)c(=O)n1-c1ccccc1 the results were 14-3-3 PPI 2.
`CCOC(=O)c1cnc(-n2nc(C)cc2C)nc1N(CC)CC` gave 14-3-3 PPI -5.
For COCCOC(=O)C1=C(C)NC(=O)NC1c1cc(OC)c(OC)c(OC)c1 (stereo not given) the results were 14-3-3 PPI -2.
`Cc1ccc(-c2c3c(nc4sc(C(=O)Nc5ccc([N+](=O)[O-])cc5)c(N)c24)CCCC3)cc1` gave 14-3-3 PPI 3.
`COc1ccc(NC(=O)c2ccco2)c(NC(=O)Cc2cccs2)c1` gave 14-3-3 PPI 11.
`COC(=O)C1=C(C)N(C)C(C)=C(C(=O)OC)C1c1ccc(Cl)c([N+](=O)[O-])c1` gave 14-3-3 PPI 0.
For CCOC(=O)c1ccc2c(c1)N(Cc1ccc(SC)cc1)C(=O)c1ccccc1S2 the results were 14-3-3 PPI -6.
`O=C1C2CC=C(Cl)CC2C(=O)N1c1ccccc1O` (stereo not given) gave 14-3-3 PPI 7.
Screening Cc1ccc(S(=O)(=O)NC(=O)Nc2cc(C)ccc2F)cc1 returned 14-3-3 PPI -8.
Screening Cc1cc2ccccc2c(=O)n1CC(=O)NCC(=O)N1CCCCCC1 returned 14-3-3 PPI -5.
For Cc1ccc(/C=N/n2nnnc2N)o1 the results were 14-3-3 PPI -7.
Screening CCOC(=O)c1c(CSC#N)oc2ccc(OC(C)=O)cc12 returned 14-3-3 PPI -7.
For O=C(c1cc2nc3c(c(C(F)(F)F)n2n1)CCc1ccccc1-3)N1CCN2CCCC2C1 (stereo not given) the results were 14-3-3 PPI -8&-4.
`CCOc1ccc(C(=O)Nc2cc(OC)ccc2OC)cc1[N+](=O)[O-]` gave 14-3-3 PPI -16.
Screening CN(c1ccccc1)S(=O)(=O)c1ccc(C(=O)Nc2ccccc2-c2nc3ccccc3[nH]2)cc1 returned 14-3-3 PPI -3.
Screening CN1C(=O)N(c2ccccc2)C(Nc2nncs2)C1(C)C (stereo not given) returned 14-3-3 PPI 8.
Screening Clc1ccc(C2C=C(c3ccc(I)cc3)Nc3ncnn32)cc1 (stereo not given) returned 14-3-3 PPI 3.
Screening O=[N+]([O-])c1ccc(-c2nc(=S)c3c(n2CCO)CCCC3)cc1 returned 14-3-3 PPI -7.
`O=C(c1ccc(S(=O)(=O)N2CCOCC2)cc1)N1CCN=C1SCc1ccc(Cl)cc1` gave 14-3-3 PPI 0.
Screening CC(C)c1nnc(N2C(=O)c3oc4ccccc4c(=O)c3C2c2ccco2)s1 (stereo not given) returned 14-3-3 PPI -7.
COc1ccc(-n2c(Cn3nnc4ccccc43)nnc2SCC(=O)O)cc1 was read as 14-3-3 PPI 3.
Screening O=C(Nc1c2c(nn1-c1ccc(Cl)cc1)CSC2)c1ccc([N+](=O)[O-])cc1 returned 14-3-3 PPI -26.
Screening COc1cccc(-n2c(=O)c3c(C)c(C)sc3n(CC(=O)NCCc3ccccc3)c2=O)c1 returned 14-3-3 PPI 5.
CCC(CC)C(=O)NCCc1cc2ccc(C)cc2[nH]c1=O was read as 14-3-3 PPI 5.
Screening CCOC(=O)c1[nH]c2ccc(C)cc2c1N returned 14-3-3 PPI -7.
For Cc1ccc(C)c(NC(=O)CSc2nnc(-c3ccccc3)o2)c1 the results were 14-3-3 PPI -1.
`CCOc1cc2c(cc1OCC)C1C(C(=O)N(CC)Cc3ccccc3)c3ccccc3C(=O)N1CC2` (stereo not given) gave 14-3-3 PPI 8.
`O=C(NCCN1CCOCC1)c1cc(Sc2cccc(Cl)c2)nc2ccccc12` gave 14-3-3 PPI 0.
`CCCCS(=O)(=O)c1sc2nc3c(cc2c1N)CCCC3` gave 14-3-3 PPI 6&6.
COc1ccc(C2C(C(=O)N3CCN(c4ccccc4OC)CC3)c3cc(OC)c(OC)cc3C(=O)N2C)cc1 (stereo not given) was read as 14-3-3 PPI -7.
`Cc1c(C(=O)OCC(=O)c2c(N)n(CC(C)C)c(=O)n(C)c2=O)oc2ccccc12` gave 14-3-3 PPI 0.

Compounds listed so far that contain a CF3 group:
For COC(=O)C(NC(C)=O)(Nc1nc2ccc(S(C)(=O)=O)cc2s1)C(F)(F)F (stereo not given) the results were 14-3-3 PPI 7.
Screening O=C(c1cc2nc(-c3ccc4c(c3)OCO4)cc(C(F)(F)F)n2n1)N1CCc2ccccc2C1 returned 14-3-3 PPI -8.
For O=C(c1cc2nc3c(c(C(F)(F)F)n2n1)CCc1ccccc1-3)N1CCN2CCCC2C1 (stereo not given) the results were 14-3-3 PPI -8&-4.

Next compounds
For Cc1ccc2c(c1)C(=O)N(CCCC(=O)O)C2=O the results were 14-3-3 PPI -1.
Screening CCOC(=O)c1cc(C(C)(C)C)oc1CNC(=O)c1c(C)oc2c1CCCC2 returned 14-3-3 PPI -3.
CCOc1ccc2cc(-c3nc4ccccc4s3)c(=O)oc2c1 was read as 14-3-3 PPI -4.
For Cc1ccc2nc3c(cc(C(=O)NCC4CCCO4)c(=N)n3CCCOC(C)C)c(=O)n2c1 (stereo not given) the results were 14-3-3 PPI -24.
For COC(=O)c1cc(Br)c(=O)n(-c2ccc(C(C)=O)cc2)c1 the results were 14-3-3 PPI -6.
`COc1ccc(C2CC(=O)C3=C(C2)NC(C)=C(C(=O)Nc2ccccc2C)C3c2cccs2)cc1OC` (stereo not given) gave 14-3-3 PPI 1.
Screening CN(C)CCOC(=O)C1(c2ccccc2)CCOCC1 returned 14-3-3 PPI 2&-3.
`COc1ccc(-n2c(=S)[nH]c3cc(C(=O)Nc4cccc(Cl)c4)ccc3c2=O)cc1` gave 14-3-3 PPI -2.
O=C(O)c1cnn(-c2ccccc2)c1-n1cccc1 was read as 14-3-3 PPI -3.
For Cc1c(NC(=O)c2ccccc2F)c(=O)n(-c2ccccc2)n1C the results were 14-3-3 PPI 3.
For CCN(CC)C(=O)c1cn(C)c2ccc(S(=O)(=O)N(CC)CC)cc2c1=O the results were 14-3-3 PPI 3&-7.
`C1=C(CCNC2=NCCCCC2)CCCC1` gave 14-3-3 PPI -4.
For O=S(=O)(c1ccc(S(=O)(=O)N2CCCC3(CCCCC3)C2)cc1)N1CCCCC1 the results were 14-3-3 PPI 2.
`CCCCN(CC)S(=O)(=O)c1ccc2[nH]c(=O)cc(C(=O)NC3CC3)c2c1` gave 14-3-3 PPI 1.
Screening CC(=O)Nc1ccc(-n2c(CCC(=O)O)ccc2-c2ccccc2)cc1 returned 14-3-3 PPI -13.
O=C(Cn1nc(Cl)nc1Cl)c1cc2ccccc2oc1=O was read as 14-3-3 PPI -4.
